mABHD4 FP = ABHD4 (mouse) inhibition, primary FP screen | Q8VD66 | purified mABHD4, FP-Rh probe fluorescence polarization | inhibition, % at 8.92 µM | actives 0.54% (n = 370,000) | AID 720543;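 active means inhibition exceeding the mean over every tested compound plus 3 SD, cut at about 30% in these data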;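 further: 0% = plate median of compound wells and 100% = S159A mutant with DMSO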
Target sequence (Q8VD66 whole entry, looked up): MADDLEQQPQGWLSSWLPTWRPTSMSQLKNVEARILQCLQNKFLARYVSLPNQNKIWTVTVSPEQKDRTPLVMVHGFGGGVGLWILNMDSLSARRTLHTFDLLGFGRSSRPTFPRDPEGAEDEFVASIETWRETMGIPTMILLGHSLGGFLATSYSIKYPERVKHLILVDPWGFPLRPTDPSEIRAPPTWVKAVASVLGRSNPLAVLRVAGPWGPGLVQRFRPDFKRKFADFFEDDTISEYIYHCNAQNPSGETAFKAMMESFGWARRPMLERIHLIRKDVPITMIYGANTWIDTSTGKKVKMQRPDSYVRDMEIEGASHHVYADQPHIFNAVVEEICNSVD
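Test system: mouse ABHD4 enzyme, wild type. Reagent: FP-Rh fluorescent activity-based probe, added after compound pre-incubation. Timing: pre-incubation 45 min, probe exposure 60 min, at 25 °C. Technique: FP readout, ex 525 nm / em 598 nm. Benchmarks: high control S159A mutant with DMSO, low control median of compound wells.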
UHRF1 MBD2 ctr = blocks human UHRF1 binding to methylated DNA; inhibition, % at 4.4 µM; AID 687016; actives 0.75% (n = 370,000); Q96T88; UHRF1 binding to methylated oligo, TR-FRET; in the data active means inhibition above about 21%;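 further: UHRF1 SRA domain binding a hemimethylated CpG hairpin DNA probe; 0% = median of test compound wells and 100% = reference inhibitor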
TCR-CD3 inh = blocks the human TCR-CD3 interaction. TAMRA-labeled TCR probe fluorescence, biochemical. inhibition, % at 9.4 µM. actives 0.37% (n = 360,000); in the data active means inhibition above about 19%;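 further: recombinant mutant TCR 2C K166C tagged with TAMRA read by polarization; 0% = receptor in buffer alone and 100% = receptor with positive control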
GC-B act = GC-B (human) receptor activation | P20594 | HEK293-GC-B cells, CNP EC30, cGMP TR-FRET; 0% at EC30 CNP, 100% saturating CNP | activation, % at 10 µM | actives 0.11% (n = 370,000);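 active means activation at 10 µM reaching about 35% in either raw or pattern-adjusted values, limit read from the data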
MBD2 DNA inh = blocks human MBD2 binding to methylated DNA; actives 0.31% (n = 370,000); TR-FRET, MBD2 binding to methylated oligonucleotide; AID 686964; Q9UBB5; inhibition, % at 4.4 µM; in the data active means inhibition above about 13%
Target sequence (Q9UBB5 whole entry, looked up): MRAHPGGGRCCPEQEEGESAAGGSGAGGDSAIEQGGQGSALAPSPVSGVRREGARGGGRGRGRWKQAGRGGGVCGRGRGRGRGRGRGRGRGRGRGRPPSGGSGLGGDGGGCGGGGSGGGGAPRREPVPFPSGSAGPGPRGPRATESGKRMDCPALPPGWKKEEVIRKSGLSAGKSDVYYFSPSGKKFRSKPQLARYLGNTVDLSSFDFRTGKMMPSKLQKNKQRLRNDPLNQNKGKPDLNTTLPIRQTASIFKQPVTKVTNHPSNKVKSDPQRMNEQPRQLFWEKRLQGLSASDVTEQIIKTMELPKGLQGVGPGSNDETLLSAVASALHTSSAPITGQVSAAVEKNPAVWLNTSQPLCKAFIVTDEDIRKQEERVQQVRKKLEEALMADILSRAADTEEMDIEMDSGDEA
SIAE primary = blocks human sialic acid acetylesterase | SIAE FP-Rh probe binding, fluorescence polarization | inhibition, % at 9.66 µM | actives 0.69% (n = 370,000);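 active means inhibition above a cutoff: mean of compounds within the control limits plus 3 SD of those, cut at about 17% in these data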;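 further: 0% = plate median of compound wells and 100% = probe without SIAE protein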
rCAG binder = r(CAG) repeat RNA binding. AID 651821. inhibition, % at 3 µM. TO-PRO-1 dye displacement fluorescence. actives 1.3% (n = 370,000);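 active means inhibition above the plate cutoff, the mean of all test compounds on that plate plus 3 SD, cut at about 35% in these data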;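 further: 0% = DMSO alone and 100% = 100 µM mitoxantrone as full dye displacement; higher means more dye released from RNA so lower well fluorescence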
HTRA1 inh = blocks human HTRA1 serine peptidase; recombinant HTRA1, FP-rhodamine activity-based probe, fluorescence polarization; AID 504803; actives 0.5% (n = 340,000); Q92743; inhibition, % at 5.96 µM; in the data active means inhibition above about 36%;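 further: 0% = enzyme with DMSO and 100% = wells lacking enzyme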
GC-A act = GC-A (human) enzyme activation. P16066. HEK293 GC-A cells, cGMP TR-FRET, EC30 ANP; 0% at EC30 ANP, 100% saturating ANP. activation, % at 10 µM. actives 0.14% (n = 370,000). AID 1671463; in the data active means activation above about 40%
PRMT1 FP inh = blocks human protein arginine methyltransferase 1 | recombinant PRMT1, activity-based probe fluorescence polarization | inhibition, % at 2.79 µM | actives 1.3% (n = 370,000);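 active means inhibition above about 21% made by adding two undisclosed values, limit read from the data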
* marks the source's active call; other numbers are inactive results; · = no result given. These rows are one share of the data. The share of hits here may be higher or lower than overall.

SMILES	mABHD4 FP	UHRF1 MBD2 ctr	TCR-CD3 inh	GC-B act	MBD2 DNA inh	SIAE primary	rCAG binder	HTRA1 inh	GC-A act	PRMT1 FP inh
Cc1nc2ccccn2c1/C(O)=C1\C(=O)C(=O)N(CCN2CCOCC2)C1c1cccnc1 (stereo not given)	13	1	5	9	0	4	0	-2	11	1
Cc1nn(CC(=O)O)c(C)c1[N+](=O)[O-]	-1	-4	5	5	-2	-4	4	-3	1	-3
Cc1cc(C)nc(N2CCN(c3nnnn3-c3ccccc3)CC2)n1	2	-2	0	3	0	5	-8	-5	2	0
CN(CC(=O)Nc1ccc(F)cc1)C(=O)COC(=O)CSc1ccc(F)cc1	-5	10	4	-1	0	0	-4	-2	0	-1
COc1cc(/C=N/NC(=O)c2cccs2)ccc1O	1	-1	-6	0	-1	7	-2	-4	6	-2
CCCCCC(=O)NC(CC(=O)OC)c1ccc2c(c1)OCO2 (stereo not given)	3	-1	5	1	-3	-1	-2	4	-4	-3
CCNc1nc(NCC)n2c(SCC(=O)Nc3cc(OC)ccc3OC)nnc2n1	-2	-4	-3	-7	3	6	-3	-1	-8	0
Cc1cc(C)c2c(CN3CCN(Cc4ccc5c(c4)OCO5)CC3)cc(=O)oc2c1C	-3	0	0	-5	0	-9	-3	-7	-4	0
O=c1c2ccccc2nc(SCc2ccc(F)cc2Cl)n1CCCN1CCOCC1	0	0	-3	-3	-1	2	-2	-25	-9	-4
COc1ccc(C2=NN(C(=O)c3ccccc3C(=O)O)C(c3ccccc3O)C2)cc1 (stereo not given)	7	-3	1	-2	3	0	10	3	2	3

Record cards, from the list above. Screens in order: mABHD4 FP	UHRF1 MBD2 ctr	TCR-CD3 inh	GC-B act	MBD2 DNA inh	SIAE primary	rCAG binder	HTRA1 inh	GC-A act	PRMT1 FP inh
Listed for Cc1cc(C)c2c(CN3CCN(Cc4ccc5c(c4)OCO5)CC3)cc(=O)oc2c1C = -3	0	0	-5	0	-9	-3	-7	-4	0
Listed for Cc1cc(C)nc(N2CCN(c3nnnn3-c3ccccc3)CC2)n1 = 2	-2	0	3	0	5	-8	-5	2	0

(listing goes on)
SMILES	mABHD4 FP	UHRF1 MBD2 ctr	TCR-CD3 inh	GC-B act	MBD2 DNA inh	SIAE primary	rCAG binder	HTRA1 inh	GC-A act	PRMT1 FP inh
OC(c1ccc(F)c(F)c1)c1nc(-c2ccccc2)cs1 (stereo not given)	-19	0	6	1	2	-12	1	·	0	0
COc1ccc(Cc2[nH]n3c(=O)c(Cl)c(C)nc3c2-c2ccccc2)cc1	1	2	8	4	-2	8	12	2	-1	-2
Cc1cc([N+](=O)[O-])nn1CCCC(=O)Nc1cc(Oc2ccc(F)cc2)cc([N+](=O)[O-])c1	1	0	-2	-6	2	-1	-3	-5	4	1
Cc1noc(NS(=O)(=O)c2ccc(N/C=C\C(=O)c3ccncc3)cc2)c1C	3	1	4	1	-4	-2	6	4	1	1
CC(C)CNC(=O)/C=C/C=C/CCCC/C=C/c1ccc2c(c1)OCO2	-2	-1	-1	0	-5	4	-2	1	0	-2
COc1ccc(-c2noc(CCC(=O)Nc3ccc(C)c(C)c3)n2)cc1	-16	6	-4	0	1	-4	-4	-18	2	2
CC(C)C(C#CC1CC1)N(Cc1ccc2c(c1)OCO2)C(N)=NC(=O)/C=C/c1ccccc1 (stereo not given)	-5	-3	·	9	1	-1	6	·	-5	3
Cc1ccc(/C=C/C(=O)OCC(=O)Nc2cccnc2Cl)cc1	-5	0	12	-3	-1	-10	-3	-5	0	1
CCOC(=O)C1=C(C)N(C)C(=O)NC1c1ccc(C)s1 (stereo not given)	-4	-3	7	-2	-1	-2	-3	0	-1	2
O=c1[nH]c(-c2ccccc2)nc(-c2ccccc2)c1Cl	0	-2	0	-8	0	0	0	2	3	-4
CC(=O)c1ccc2noc(-c3ccc(Cl)cc3)c2c1	3	-2	-5	3	2	0	10	-1	6	13
CC(NC(=O)c1ccc(Cl)cc1)C(=O)N1CCCCC1 (stereo not given)	4	1	4	-2	-4	-2	0	-3	2	-2
CCN(C(=O)c1cc2cc3ccc(C)cc3nc2o1)c1ccc(OC)cc1	-18	2	5	-15	-3	-8	-2	-44	-18	1
Nc1nnc(SCC(=O)N2CCN(c3cccc(Cl)c3)CC2)n1-c1ccccc1	2	-2	7	-3	-2	7	1	7	-6	1
CCOC(=O)N1CCN(C(=O)C[C@@H]2C[C@@]3(C(=O)OC)CC(C)(C)CC=C3N(Cc3ccccc3)C2=O)CC1	3	-2	5	-1	5	-3	2	·	1	2
CCN1CCN(CC(=O)N2c3ccccc3Sc3ccccc32)CC1	-2	0	-4	-6	-4	2	-6	6	-22	-4
Cc1ccc(CNC(=O)CSc2nc3ccsc3c(=O)n2NC(=O)c2ccccc2)cc1	-2	0	-5	0	-5	2	10	0	-2	6
Cc1nc(C(F)(F)F)ccc1C(=O)N1CCC1(C)C(=O)NS(=O)(=O)c1ccc(Cl)cc1 (stereo not given)	5	-2	1	0	2	4	5	·	0	0
Cc1ccc(C(=O)NC(=S)Nc2ccc(N3CCOCC3)cc2)c(C)c1	-1	2	1	4	-2	7	7	4	-2	0
CCCCNc1c(-c2ccc(OC)c(Sc3ccc(OC)cc3)c2)nc2cnccn12	5	-1	4	-9	-2	9	4	1	-2	1
COCCN1Cc2cccc(C(=O)Nc3c(C)cccc3C)c2C1=O	-2	-2	-2	7	0	1	-3	2	2	-2
CC(C)c1c(C(=O)N/N=C/c2cccc3ccccc23)nnn1-c1nonc1N	-28	-1	0	-4	6	-39	6	-42	-16	-3
CCOC(=O)C1CCCN(Cc2ccc(-c3ccccc3)cc2)C1 (stereo not given)	8	1	5	0	-4	7	-7	0	6	0
O=C(Cc1nnc(NC(=O)c2ccccc2)s1)N/N=C\c1ccc(O)c(O)c1	28	2	34*	-3	-2	6	18	43*	6	5
NC(Cc1ccc(C(F)(F)F)cc1)c1csc(Nc2ccc(C(=O)NCc3ccco3)cn2)n1 (stereo not given)	4	1	-11	-15	0	-2	21	·	-15	4
COc1ccc(NC(=O)C2CCOC(C)(C)C2)cc1 (stereo not given)	1	0	0	2	2	3	-3	·	2	-2
CC1(C)Cc2c(c(N3CCOCC3)nc3snc(Br)c23)CO1	4	0	1	4	1	-2	-5	3	8	9
Clc1ccc2[nH]c3c(c2c1)CCc1cn[nH]c1-3	-1	1	3	-10	2	8	24	14	4	5
CCOC(=O)C(=CNc1ccc(NC2=NCC(C)(C)S2)cc1)C(=O)OCC	-5	1	-5	4	0	0	-3	7	1	-1
CC1(C)Cc2noc(N)c2C(C)(C)N1OC(=O)c1scc2c1OCCO2	-3	-1	-7	-4	4	-1	1	1	2	-2
O=[N+]([O-])c1ccc(CCn2ccnc2)cc1	-1	-3	3	3	0	-3	-1	6	-3	-1
Cn1c(CCN2CCCC2)nc2cc(NS(=O)(=O)c3ccc(Cl)cc3)ccc21	-6	-4	2	6	-5	3	2	-5	1	-2
CCOC(=O)c1cn(CC(=O)Nc2ccc3c(c2)OCCO3)nn1	-2	-2	5	4	0	0	0	4	1	-2
O=C(COC(=O)c1ccc(Br)cc1)Nc1cccnc1Cl	-4	2	-4	-6	0	1	-1	-4	1	4
OC(CNC1CCCCC1)CON=C1CCSc2c(Cl)cccc21 (stereo not given)	19	0	-5	-7	0	4	14	3	-14	4
O=Cc1ccc(-c2cccc([N+](=O)[O-])c2)o1	0	-2	-8	-7	1	9	-2	-2	-2	4
O=S1(=O)c2ccc(Br)cc2OC[C@@H](c2ccccc2)N1Cc1cn(Cc2ccccc2)nn1	4	16	·	10	4	-1	7	·	0	2
CCc1ccc(OCC(=O)NC(C)C)cc1	-1	-1	3	3	0	5	0	-3	5	-2
Cn1c(COc2ccc(Cl)cc2Cl)nnc1SCC(=O)NCC1CCCO1 (stereo not given)	-4	1	12	3	-1	-4	-8	-4	0	-3
COc1ccc(CN2CC(=O)N(c3ccc(C)cc3)C2=S)cc1OC	4	1	-2	3	-6	-3	1	-5	2	4

Shown with values under each structure: 4 of the compounds above
Under each structure: mABHD4 FP | UHRF1 MBD2 ctr | TCR-CD3 inh | GC-B act | MBD2 DNA inh | SIAE primary | rCAG binder | HTRA1 inh | GC-A act | PRMT1 FP inh
O=Cc1ccc(-c2cccc([N+](=O)[O-])c2)o1
    0 | -2 | -8 | -7 | 1 | 9 | -2 | -2 | -2 | 4
COc1ccc(CN2CC(=O)N(c3ccc(C)cc3)C2=S)cc1OC
    4 | 1 | -2 | 3 | -6 | -3 | 1 | -5 | 2 | 4
OC(CNC1CCCCC1)CON=C1CCSc2c(Cl)cccc21 (stereo not given)
    19 | 0 | -5 | -7 | 0 | 4 | 14 | 3 | -14 | 4
CCc1ccc(OCC(=O)NC(C)C)cc1
    -1 | -1 | 3 | 3 | 0 | 5 | 0 | -3 | 5 | -2

The listing picks up, repeating the five entries before the break.
SMILES	mABHD4 FP	UHRF1 MBD2 ctr	TCR-CD3 inh	GC-B act	MBD2 DNA inh	SIAE primary	rCAG binder	HTRA1 inh	GC-A act	PRMT1 FP inh
O=Cc1ccc(-c2cccc([N+](=O)[O-])c2)o1	0	-2	-8	-7	1	9	-2	-2	-2	4
O=S1(=O)c2ccc(Br)cc2OC[C@@H](c2ccccc2)N1Cc1cn(Cc2ccccc2)nn1	4	16	·	10	4	-1	7	·	0	2
CCc1ccc(OCC(=O)NC(C)C)cc1	-1	-1	3	3	0	5	0	-3	5	-2
Cn1c(COc2ccc(Cl)cc2Cl)nnc1SCC(=O)NCC1CCCO1 (stereo not given)	-4	1	12	3	-1	-4	-8	-4	0	-3
COc1ccc(CN2CC(=O)N(c3ccc(C)cc3)C2=S)cc1OC	4	1	-2	3	-6	-3	1	-5	2	4
Cc1cc(C)c(C)c(S(=O)(=O)NCc2ccc(C(=O)N3CCCC3)cc2)c1C	5	0	1	-5	0	-7	-5	-2	-1	1
Cc1oc2cc3oc(=O)c(CCC(=O)NCCCN4CCCC4=O)c(C)c3cc2c1C	2	-3	10	0	-2	-6	-7	-9	4	-2
CO/N=C/NC(=O)c1c(OC)ccnc1Oc1cccc(C(F)(F)F)c1	1	-2	10	0	4	-2	-4	-9	-2	-2
Cn1cc(C(F)(F)F)nc1-c1ccc(OCC(O)CNCCOc2ccc(O)c(C(N)=O)c2)cc1 (stereo not given)	-3	0	-2	1	2	3	4	9	2	-2
O=C1CC(N2CCN(c3nc4ccccc4s3)CC2)C(=O)N1c1ccc(F)cc1 (stereo not given)	-6	-1	-1	5	5	-2	-5	-7	0	0
NC(=O)c1cc(Cl)ccc1OCC(=O)NC1CC1	3	-2	5	0	1	7	2	1	-3	-2
Cc1cc(C)n2c(nc3ccccc32)c1C(=O)NN	2	-4	10	-3	2	-1	3	·	1	-5

Screening results (PubChem)
